B2AR arrestin – beta2AR (human) beta-arrestin recruitment activity. beta-arrestin recruitment to beta2AR, cell-based reporter. Potency, µM (titrated, usually from 46.1 µM), without a hit: top-dose activation, hits mostly activators. hit rate 0.02% among 330,000;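 note: potency is the fitted concentration of half-maximal effect; 0% = DMSO controls and full agonism = EC100 isoproterenol or metaproterenol; nearly all actives have a fitted effect of over 65% in size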
Target sequence (P07550 whole entry, looked up): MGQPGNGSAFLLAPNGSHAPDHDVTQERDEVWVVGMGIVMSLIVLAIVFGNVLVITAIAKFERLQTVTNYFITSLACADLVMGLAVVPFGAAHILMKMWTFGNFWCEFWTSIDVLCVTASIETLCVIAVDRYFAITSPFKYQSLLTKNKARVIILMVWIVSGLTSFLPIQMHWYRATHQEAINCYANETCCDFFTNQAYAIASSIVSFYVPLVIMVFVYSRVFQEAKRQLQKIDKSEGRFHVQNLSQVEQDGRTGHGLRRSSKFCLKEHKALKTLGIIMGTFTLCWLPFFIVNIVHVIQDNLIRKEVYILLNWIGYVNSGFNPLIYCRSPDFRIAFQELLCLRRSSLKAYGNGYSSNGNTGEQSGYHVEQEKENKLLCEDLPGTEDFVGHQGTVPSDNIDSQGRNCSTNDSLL
USP2a block – inhibitors of human ubiquitin-specific protease USP2a. O75604. USP2 core, Ub-CHOP2 coupled fluorogenic reporter, 485/531. Potency, µM (highest dose often 38.3 µM), without a hit: at the highest dose activity change, negative = inhibition, usual class: inhibitors. hit rate 0.01% among 330,000;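 note: potency is the fitted concentration of half-maximal effect; plate controls were DMSO wells for no effect and full inhibition by NEM control for full effect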
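Deubiquitinase activity read as fluorescence (485/531 nm) after Ub-CHOP2 cleavage activates the enterokinase reporter on its substrate; USP2 core 10nM, Ub-CHOP2 and substrate 25nM each, 30min compound preincubation then 60min RT; data normalized to NEM, curves fitted.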
Mito fusion yeast – blocks mitochondrial division or promotes mitochondrial fusion; AID 485298; hit rate 0.23% among 320,000; Potency, µM (series often up to 46.1 µM), for inactives: top-dose growth rescue (activation), actives largely listed as activators; S. cerevisiae fusion-defective mutant growth rescue, CellTiterGlo 48 h;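 note: potency is the fitted concentration of half-maximal effect; % of control where 0% means no effect; nearly all actives have a fitted effect of over 45% in size; temperature-sensitive fusion mutants such as fzo1-1 at 37 °C on non-fermentable ethanol glycerol medium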
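S. cerevisiae fusion-defective temperature-sensitive mutants (e.g. fzo1-1, mgm1-5) grown 48 h at 37C in YPEG (ethanol/glycerol non-fermentable) medium with 23 nl compound per well; growth rescue read as CellTiterGlo luminescence.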
PTAP TSG101 blk – blocks PTAP/TSG101 interaction to inhibit HIV-1 budding; Q99816; Fluorescence polarization, FITC-PTAP peptide / Tsg101 binding; Potency, µM (titrated, usually from 115 µM), for the others: top-dose activity change, negative = inhibition, usual class: inhibitors; 340,000 tested, under 10 active; active = well fitted inhibition curve with a large enough effect in the main read-out, with a control signal flat, not every such curve was filed as active; inconclusive = small, poorly fitted or top-dose-only effect, or effect the other way, or a change in a side signal; inactive = no such curve, though single readings can be large or run the other way; note: potency is the fitted concentration of half-maximal effect; % of control where 0% means no effect
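Tsg101 binding domain (10 uM final) was mixed with compound and a FITC-labeled PTAP peptide (50 nM final) in HEPES pH 7.5 buffer with NaCl, Tween 20, EDTA and TCEP; fluorescence polarization was read after 20 min at r.t.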
Tb PFK block – T. brucei PFK enzyme inhibition; O15648; hit rate 0.17% among 330,000; Potency, µM (doses to about 57.5 µM), for the others: at the top dose activity, negative = inhibition, actives largely listed as inhibitors; T. brucei PFK, ADP-Glo luminescence;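 note: potency is the fitted concentration of half-maximal effect; 0% = uninhibited 1x PFK enzyme wells and -100% = no-enzyme wells; nearly all actives have a fitted effect of over 60% in size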
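1.25 nM PFK with 0.5 mM F6P and 0.1 mM ATP in 0.1 M TEA pH 8.0, 5 mM MgCl2, incubated 45 min at room temperature; ADP measured by ADP-Glo luminescence; compounds titrated up to 57 uM.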
TSHR antag – antagonists of human thyroid stimulating hormone receptor; AID 504810; activity change, negative = inhibition, % at 11.5 µM; hit rate 0.2% among 330,000; TSHR-expressing cells, TSH-stimulated cAMP HTRF, 2 h; hits give low values;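 active = activity change below a set negative limit, meaning inhibition stronger than a set level, cut at about -70% in these data; inconclusive = activity change between two set negative limits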; note: % is set by controls: 0 for no effect and ±100 for the full control effect
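Freshly harvested TSHR cells receive pin-tooled compound, then EC80 TSH at 4nM final. After 2 hours at 37 deg C, antibody in lysis buffer and cAMP-d2 are added; 30 minutes at ambient temperature precede the HTRF read.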
TCR activator – activates T cell receptor signaling. 330,000 tested, under 10 active. Potency, µM (series often up to 9.22 µM), without a hit: at the top dose activation of IL-2 secretion, most hits filed as activators. primary human leukocytes, anti-CD3, IL-2 HTRF, 48 h; note: % of control where 0% means no effect
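48 hr co-incubation of compounds, a-CD3 beads and primary human leukocytes; IL-2 quantified homogeneously by HTRF with anti-IL-2 K and d2 conjugates.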
ELG1 repair inh – ELG1-dependent DNA repair inhibition. HEK293T ELG1-luciferase reporter, luminescence, 16 h; DNA damage induced by 5-fluorouridine. Potency, µM (top dose mostly 46.1 µM), without a hit: at the highest dose activity change, negative = inhibition, usual class: inhibitors. hit rate 2.3% among 330,000; note: potency is the fitted concentration of half-maximal effect; % is set by controls: 0 for no effect and ±100 for the full control effect; nearly all actives have a fitted effect of over 55% in size
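In this reporter screen, reduction of luminescence relative to DMSO vehicle indicated activity. Compounds and 5-fluorouridine were added together to 2,000 cells per well, incubated for 16 hr at 37 °C, then developed with ONE-Glo.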
Eya2 phos inh – blocks the phosphatase activity of human Eya2; recombinant Eya2, OMFP fluorescence dephosphorylation (OMFP is methylfluorescein phosphate); Potency, µM (doses to about 76.9 µM), inactives show at the highest dose activity, negative = inhibition, actives largely listed as inhibitors; hit rate 0.006% among 330,000; O00167; note: potency is the fitted concentration of half-maximal effect; % is set by controls: 0 for no effect and ±100 for the full control effect
Target sequence (O00167 whole entry, looked up): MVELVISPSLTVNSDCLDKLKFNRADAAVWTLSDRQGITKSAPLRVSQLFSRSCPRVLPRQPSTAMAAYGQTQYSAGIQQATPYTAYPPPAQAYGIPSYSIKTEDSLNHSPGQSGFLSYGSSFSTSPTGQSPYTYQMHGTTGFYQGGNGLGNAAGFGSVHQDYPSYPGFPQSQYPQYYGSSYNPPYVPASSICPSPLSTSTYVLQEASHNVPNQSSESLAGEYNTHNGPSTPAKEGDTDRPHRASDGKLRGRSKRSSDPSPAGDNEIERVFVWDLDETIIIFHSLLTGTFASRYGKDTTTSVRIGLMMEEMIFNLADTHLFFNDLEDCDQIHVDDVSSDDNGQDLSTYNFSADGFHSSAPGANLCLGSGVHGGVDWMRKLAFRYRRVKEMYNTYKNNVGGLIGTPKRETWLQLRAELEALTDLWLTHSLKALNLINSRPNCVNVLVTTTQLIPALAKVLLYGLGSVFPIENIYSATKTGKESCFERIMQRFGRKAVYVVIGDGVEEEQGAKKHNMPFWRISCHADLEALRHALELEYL
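Eya2 (0.2 uM) preincubated 10 min at ambient with compound, then OMFP substrate added at 50 uM; 10 min reaction in 50 mM HEPES pH 7.5, 50 mM NaCl, 5 uM MgCl2, 0.05% BSA, 1 mM DTT. Fluorescence read at Ex 485/Em 525 nm.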
BCR signal inh – chronic active BCR signaling inhibition; hit rate 0.05% among 340,000; Potency, µM (highest dose often 46.1 µM), for the others: at the highest dose ratio change, negative = lower green/red ratio, usual class: inhibitors; ABC-DLBCL IkBa-CBG/CBR reporter, luminescence ratio, 4 h; AID 493014; active = well fitted inhibition curve with a large enough effect in the signal ratio, with a control signal flat, not every such curve was filed as active; inconclusive = small, poorly fitted or top-dose-only effect, or effect the other way, or a change in a side signal; the % refers to the signal ratio;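 note: potency is the fitted concentration of half-maximal effect; plate controls were basal doxycycline-induced cells for no effect and cells given 10 µM MG132 for full effect; MG132 reads +100%, hits lower the ratio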
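Concentration-response series (up to 46 uM) were applied to TMD8 dual-reporter cells for 4 h at 37C with doxycycline. Green/red ratio, after filter-overlap correction, defined %Activity; red signal alone was normalised to basal cells and zero luminescence.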
uPA generation – blocks generation of uPA at the cell surface. cell surface uPA generation assay, qHTS. Potency, µM (top dose mostly 38.3 µM), without a hit: at the top dose activity change, negative = inhibition, usual class: inhibitors. hit rate 0.31% among 330,000; active = well fitted inhibition curve with a large enough effect; inconclusive = small, poorly fitted or top-dose-only effect; inactive = no such curve, though single readings can be large or run the other way; tested in mouse RAW 264.7 cells; note: potency is the fitted concentration of half-maximal effect; % is set by controls: 0 for no effect and ±100 for the full control effect; nearly all actives have a fitted effect of over 55% in size
The depositor's hits bear a star; ? = inconclusive; . = not tested or not shown; [ ] = remark or other dose. Unless noted, calls come from the whole dose curve; as a rule, active = well fitted curve in the direction sought with a large enough effect; inconclusive = small, poorly fitted or top-dose-only effect, or another doubt; inactive = no such curve, though single readings can be large; an effect the other way counts as inactive or inconclusive.

SMILES | B2AR arrestin | USP2a block | Mito fusion yeast | PTAP TSG101 blk | Tb PFK block | TSHR antag | TCR activator | ELG1 repair inh | Eya2 phos inh | BCR signal inh | uPA generation
CCO[C@H]1OC(C(=O)N2CCN(C)CC2)=C[C@@H](c2ccc(Br)cc2)[C@@H]1CCCO | 0.3% | -1% | 7% | . | 3% | -2 | -2% | 4% | -5% | 15% | -3%
CC(C)(C)OC(=O)NCCC(=O)N/N=C/c1cccc2cccnc12 | 3.6% | 0% | -4% | 0% | -10% | -13 | 4% | ? | -1% | -5% | -8%
O=C(Nc1c(S(=O)(=O)c2ccccc2)csc1Br)c1ccccc1Cl | -0.5% | 3% | 3% | -9% | 1% | 10 | -3% | -1% | 3% | -1% | 9%
Cc1ccc([N+](=O)[O-])cc1NC(=S)NC(=O)c1cccnc1 | -0.2% | 2% | 1% | -1% | -3% | -8 | -2% | -3% | -4% | 1% | -4%
O=C(O)c1cc(-c2ccccc2)n(-c2ccc(Cl)cc2Cl)n1 | 0.2% | 1% | -12% | -3% | -2% | -3 | -2% | ? | -4% | ? | 5%
COc1ccc(C(=O)c2c(C)c3ccccc3n2CC(O)CNC(C)C)cc1 (stereo unspecified) | 4.6% | 3% | . | -5% | -9% | 28 | 0%[46.1 µM] | -24% | -9% | ? | ?
CCSC1=N/C(=C\c2cccc(F)c2)C(=O)S1 | -1.5% | -5% | -1% | -4% | -7% | -4 | -1%[46.1 µM] | -4% | -1% | ? | 1%
COc1ccc(N(C(=O)c2ccc(S(=O)(=O)N3CCCC3)cc2)C2C=CS(=O)(=O)C2)cc1 (stereo unspecified) | -0.3% | 1% | 1% | -2% | 2% | -7 | 0% | 1% | 3% | 0% | 5%
CCN(c1ccc(NC(=O)COC(=O)CCc2nc3ccccc3n2-c2ccccc2)cc1)C(C)C | -1.2% | 3% | 3% | -1% | 0% | -1 | 5%[46.1 µM] | 10% | -8% | -12% | -4%
COc1ccc(-n2nc(C(=O)NCCCN3CCCC3=O)c3c4ccccc4n(C)c3c2=O)cc1Cl | -0.1% | 2% | -4% | -8% | -4% | 3 | -5% | ? | -9% | -11% | 3%
COc1ccccc1N/N=C1\COC(C)(C)CC1=O | 0.3% | 1% | -4% | -3% | -3% | -1 | 4% | ? | 11% | ? | 0%
O=C(Nc1cc(-c2nc3ncccc3o2)ccc1Cl)c1ccc([N+](=O)[O-])o1 | 0.3% | 1% | -8% | 1% | -5% | -5 | -2% | -8% | 5% | 3% | 2%
COc1cc2ccccc2cc1C(=O)N1CCCCC1 | -0.3% | 3% | 16% | -3% | -2% | 0 | 0% | 12% | -25% | 1% | 6%
Cc1cc(Cl)c(OCCOCCN2CCC(C)CC2)c(Br)c1 | -0.4% | 3% | 1% | -3% | -3% | 10 | -6%[46.1 µM] | 10% | -1% | -4% | -7%
CC(C)N(C(=O)COC(=O)c1cc(Cl)cc(Cl)c1N)C(C)C | 0.1% | 1% | 8% | -5% | -2% | 2 | -4% | -5% | 12% | ? | .
CCc1ccccc1NC(=O)CCC(=O)N1CCSc2ccccc21 | 0.6% | -7% | 1% | -8% | -1% | 7 | -4% | 10% | -1% | -4% | 7%
COc1ccc(OC)c(C2C(C(=O)Nc3ccccc3OC)=C(C)Nc3nc(CCCO)nn32)c1 (stereo unspecified) | -0.2% | -4% | -1% | -2% | -2% | 4 | -8% | ? | -5% | 1% | 7%
CCOC(=O)c1oc2ccc3c(c2c1C)C(=O)CC1(CCN(C(=O)OCC)CC1)O3 | -0.3% | 2% | 9% | 5% | 7% | -12 | 0% | 21µM* | -22% | 12% | 7%
CCCn1c(SCC(=O)Nc2ccccc2-c2ccccc2)nnc1-c1ccoc1C | 0.5% | 0% | 9% | -2% | -4% | 5 | -6% | ? | -32% | 1% | 2%
O=C(NCCN1CCOCC1)c1ccc(CS(=O)c2ccccc2Cl)o1 (stereo unspecified) | 0.1% | 2% | -4% | 1% | -2% | 1 | 9% | 0% | -12% | 2% | 7%

Filtered by structure: the entries above containing two or more sulfur atoms
SMILES | B2AR arrestin | USP2a block | Mito fusion yeast | PTAP TSG101 blk | Tb PFK block | TSHR antag | TCR activator | ELG1 repair inh | Eya2 phos inh | BCR signal inh | uPA generation
O=C(Nc1c(S(=O)(=O)c2ccccc2)csc1Br)c1ccccc1Cl | -0.5% | 3% | 3% | -9% | 1% | 10 | -3% | -1% | 3% | -1% | 9%
CCSC1=N/C(=C\c2cccc(F)c2)C(=O)S1 | -1.5% | -5% | -1% | -4% | -7% | -4 | -1%[46.1 µM] | -4% | -1% | ? | 1%
COc1ccc(N(C(=O)c2ccc(S(=O)(=O)N3CCCC3)cc2)C2C=CS(=O)(=O)C2)cc1 (stereo unspecified) | -0.3% | 1% | 1% | -2% | 2% | -7 | 0% | 1% | 3% | 0% | 5%

(listing goes on)
SMILES | B2AR arrestin | USP2a block | Mito fusion yeast | PTAP TSG101 blk | Tb PFK block | TSHR antag | TCR activator | ELG1 repair inh | Eya2 phos inh | BCR signal inh | uPA generation
Cc1cc(O)c(C(C)C)cc1N=Cc1ccccc1O | -0.4% | -1% | -7% | 2% | 1% | -7 | 6% | 5% | 10% | ? | ?
COc1ccccc1CCC(=O)Nc1ccc(S(=O)(=O)Nc2nccs2)cc1 | -0.1% | 2% | 2% | 0% | -1% | 1 | 4% | 0% | -14% | -2% | 0%
COC(=O)C1C(=O)C2=C(CC1C)NC(C)=C(C(=O)OC(C)C)C2c1ccc(OC)c(O)c1 (stereo unspecified) | -0.3% | -2% | 2% | -5% | 5% | 3 | 5% | 15% | -5% | -1% | .
Cc1sc2nc(SCC(=O)N3CCCC3)[nH]c(=O)c2c1C | 0.3% | 0% | -6% | 1% | 0% | 9 | -1% | 18% | -18% | 9% | -4%
Cc1ccc2nc3c(cc(C(=O)NC4CCS(=O)(=O)C4)n3Cc3ccccc3)c(=O)n2c1 (stereo unspecified) | 0.0% | 5% | 0% | -4% | -2% | 6 | -11% | ? | 1% | -3% | 0%
CCCCc1c(C)c2cc(C)ccc2[nH]c1=O | 8.0% | 0% | 15% | -5% | -1% | -10 | 1% | ? | 5% | 12% | -3%
CC(=O)Cc1nsc(Nc2ccc(F)cc2)n1 | 0.0% | 4% | -1% | 0% | -2% | 2 | 4% | ? | 8% | -2% | 6%
CC(C)C(=O)NC(=S)N1CCc2ccccc21 | 0.8% | -2% | -21% | -3% | 1% | 4 | -3%[46.1 µM] | 7% | -5% | ? | -2%
COc1ccc(C2CC(C(F)(F)F)n3nc(C(=O)NCCCn4ccnc4)cc3N2)cc1OC (stereo unspecified) | -1.6% | 1% | 2% | -5% | -3% | 8 | 6% | 0% | -38% | -13% | -5%
COc1ccccc1-c1cc(C(=O)NCc2ccc(F)cc2)no1 | -1.0% | -3% | ? | . | -30% | -12 | . | 3% | 4% | ? | -11%
CCOc1ccc(/C(O)=C2/C(=O)C(=O)N(CCOCCO)C2c2ccc(F)cc2)cc1 (stereo unspecified) | 0.0% | 1% | -4% | -1% | 0% | 5 | -5% | -12% | -9% | 4% | 4%
CCNC(=O)n1nccc1C(C)Oc1ccc(Cl)cc1 (stereo unspecified) | -0.2% | 0% | 0% | -5% | 0% | -1 | 6% | 2% | 3% | 12% | 2%
CCOC(=O)c1c(C)[nH]c(C(=O)COC(=O)C(C)N2C(=O)C3CCCCC3C2=O)c1C (stereo unspecified) | -1.0% | 3% | 4% | 4% | 0% | -11 | 2% | ? | 9% | ? | .
NC(=O)c1ccsc1NC(=O)COC(=O)c1ccccc1NCc1ccco1 | -1.1% | -1% | 10% | -2% | 3% | -26 | -20% | 8% | -2% | ? | 1%
Cc1ccc(OCC(=O)N2CCN(C(=O)c3ccc([N+](=O)[O-])cc3)CC2)cc1 | 0.2% | -6% | 0% | 0% | -6% | -9 | 1% | ? | 2% | 0% | 8%

High-throughput results as filed in PubChem.
